# Screening results (PubChem)
# LYPLA2 inh = LYPLA2 inhibitors, primary screen, counter-screen for PME1 inhibitor project, biochemical, fluorescence polarization, FP-Rh probe ABPP. Acyl-protein thioesterase 2 (Homo sapiens), O95372. recombinant LYPLA2. inhibition, % at 5.9 µM. 320,000 tested, 0.38% active;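 active means inhibition above the screen-wide mean plus 3 SD, limit set per campaign, cut at about 26% in these data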;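 further: 0% = LYPLA2 with DMSO and 100% = wells lacking LYPLA2 enzyme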
# PAD4 inh = human PAD4 inhibitors, primary screen, biochemical, fluorescence polarization, 1536-well format | Protein-arginine deiminase type-4 (Homo sapiens), Q9UM07 | 330,000 tested, 0.41% active | recombinant PAD4, RCA probe fluorescence polarization | AID 485272, 2010 | inhibition, % at 6.36 µM;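 active means percent inhibition above a cutoff equal to the mean of all tested compounds plus 3 SD, cut at about 15% in these data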;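 further: 0% = PAD4 with RCA probe and DMSO and 100% = probe without PAD4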
# Target sequence (Q9UM07 whole entry, looked up): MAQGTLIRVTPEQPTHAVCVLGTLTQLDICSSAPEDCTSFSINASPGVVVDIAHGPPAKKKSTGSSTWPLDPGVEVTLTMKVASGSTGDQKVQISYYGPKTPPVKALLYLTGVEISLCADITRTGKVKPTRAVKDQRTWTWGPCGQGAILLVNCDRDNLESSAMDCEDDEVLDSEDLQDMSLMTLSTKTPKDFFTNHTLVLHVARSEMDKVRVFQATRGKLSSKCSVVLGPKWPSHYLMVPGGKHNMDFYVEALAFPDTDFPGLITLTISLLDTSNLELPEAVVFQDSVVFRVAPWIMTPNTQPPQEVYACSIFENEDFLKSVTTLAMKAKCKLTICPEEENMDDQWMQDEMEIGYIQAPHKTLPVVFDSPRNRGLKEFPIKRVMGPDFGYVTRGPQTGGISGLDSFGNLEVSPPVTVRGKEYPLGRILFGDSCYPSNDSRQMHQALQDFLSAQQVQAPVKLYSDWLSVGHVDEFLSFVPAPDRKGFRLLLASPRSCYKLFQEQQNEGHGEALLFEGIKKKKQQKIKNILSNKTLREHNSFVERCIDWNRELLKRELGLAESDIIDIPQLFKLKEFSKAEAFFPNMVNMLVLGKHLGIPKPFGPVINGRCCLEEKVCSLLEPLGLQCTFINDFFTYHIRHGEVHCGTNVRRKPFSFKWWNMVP
# PAFAH1B3 inh = PAFAH1B3 enzyme inhibitors, primary screen, biochemical, fluorescence polarization, human; inhibition, % at 3.39 µM; AID 492972, 2010; Platelet-activating factor acetylhydrolase IB subunit alpha1 (Homo sapiens), Q15102; 340,000 tested, 0.28% active; recombinant PAFAH1B3, FP-rhodamine probe;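 active means inhibition above the screen-wide average of all tested compounds plus 3 SD, cut at about 25% in these data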;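 further: 0% = enzyme with DMSO only and 100% = wells lacking PAFAH1B3 protein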
# LYPLA1 inh = LYPLA1 inhibitors, primary screen, counter-screen for PME1 inhibitor project, biochemical, fluorescence polarization, FP-Rh probe ABPP. Acyl-protein thioesterase 1 (Homo sapiens), O75608. recombinant LYPLA1. inhibition, % at 5.9 µM. 320,000 tested, 0.16% active;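 active means inhibition above the mean of all tested compounds plus 3 SD, set per campaign, cut at about 14% in these data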;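 further: inhibitors block serine hydrolase probe labeling of LYPLA1 so polarization falls; 0% = enzyme with DMSO and 100% = wells lacking LYPLA1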
# PREPL inh = PREPL enzyme inhibitors, primary screen, biochemical, fluorescence polarization. Prolyl endopeptidase-like (Homo sapiens), Q4J6C6. recombinant PREPL, fluorescence polarization activity-based probe. inhibition, % at 5.96 µM. 320,000 tested, 0.68% active. AID 2751, 2010; in the data active means inhibition above about 43%;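 further: 0% = enzyme with DMSO and 100% = wells lacking enzyme; many of its hits are not listed in these tables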
# pPAFAH inh = pPAFAH enzyme inhibitors, primary screen, biochemical, fluorescence polarization, human; Platelet-activating factor acetylhydrolase (Homo sapiens), Q13093; recombinant pPAFAH, FP-rhodamine probe fluorescence polarization; inhibition, % at 3.39 µM; 330,000 tested, 1.5% active; AID 463082, 2010;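 active means inhibition above the mean inhibition across the screen plus 3 SD, cut at about 25% in these data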;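 further: inhibitors block binding of the rhodamine activity-based probe so polarization drops; 0% = enzyme with DMSO and 100% = wells lacking pPAFAH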
# GSTO1 counter = inhibitors of recombinant GSTO1, primary screen, counter-screen for RBBP9 inhibitor project, biochemical, fluorescence polarization | Glutathione S-transferase omega-1 (Homo sapiens), P78417 | activity-based probe fluorescence polarization | inhibition, % at 5.96 µM | 300,000 tested, 1.1% active;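 active means inhibition above the campaign mean inhibition plus 3 SD, cut at about 35% in these data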;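 further: 0% = GSTO1-1 with DMSO and 100% = wells lacking GSTO1-1 enzyme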
# Target sequence (P78417 whole entry, looked up): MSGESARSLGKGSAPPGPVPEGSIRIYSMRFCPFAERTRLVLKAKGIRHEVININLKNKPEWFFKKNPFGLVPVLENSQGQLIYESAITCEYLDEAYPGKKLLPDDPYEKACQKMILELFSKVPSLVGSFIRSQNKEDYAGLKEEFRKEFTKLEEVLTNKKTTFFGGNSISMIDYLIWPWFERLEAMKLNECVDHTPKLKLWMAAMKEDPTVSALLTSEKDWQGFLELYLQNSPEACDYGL
# PME-1 inh = PME-1 inhibitors via competitive probe labeling, primary screen, biochemical, fluorescence polarization, FP-Rh probe, HTS | AID 2130, 2009 | 320,000 tested, 0.53% active | recombinant PME-1 | inhibition, % at 5.9 µM;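 active means inhibition above the campaign mean of all compounds plus 3 SD, cut at about 26% in these data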;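 further: competitive labeling of PME-1 active site by serine hydrolase directed probe; 0% = PME-1 with DMSO and 100% = wells lacking PME-1 enzyme; inhibitors block probe labeling so polarization falls and inhibition rises; many of its hits are not listed in these tables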
# PAFAH1B2 FP inh = PAFAH1B2 enzyme inhibitors, primary screen, biochemical, fluorescence polarization, human; Platelet-activating factor acetylhydrolase IB subunit alpha2 (Homo sapiens), P68402; recombinant PAFAH1B2, FP-rhodamine activity probe; inhibition, % at 3.39 µM; 340,000 tested, 1.2% active; AID 492953, 2010;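 active means inhibition above the mean of all tested compounds plus 3 SD, cut at about 24% in these data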;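 further: 0% = enzyme with DMSO and 100% = wells lacking PAFAH1B2; many of its hits are not listed in these tables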
# Starred values were filed as active, the others as inactive; . = not tested or not shown. This is a subset, so the mix of outcomes need not match the whole.
SMILES,LYPLA2 inh,PAD4 inh,PAFAH1B3 inh,LYPLA1 inh,PREPL inh,pPAFAH inh,GSTO1 counter,PME-1 inh,PAFAH1B2 FP inh
O=C(c1cc([N+](=O)[O-])ccc1Cl)N1CCN(c2ccc(F)cc2)CC1,3,3,2,0,45*,8,-1,3,1
Cc1c(NC(=O)c2cccc(NC(=O)Cc3c(F)cccc3Cl)c2)c(=O)n(-c2ccccc2)n1C,-2,-4,5,1,3,0,.,-5,-3
CCC(C(=O)Nc1c[nH]c(=O)[nH]c1=O)c1ccccc1 (centres undefined),1,1,-2,-1,-2,0,7,6,9
O=C(Nc1cccnc1Cl)c1cc(-c2ccc(O)cc2)on1,-20,1,-5,-7,-7,-3,-3,-18,5
CC1(C)Cc2c(cnn2-c2cccc(F)c2)C(NC(=O)CCN2CCCC2=O)C1 (centres undefined),0,0,-7,-1,-1,-2,22,-2,3
COc1cc(-c2nnc(-c3ccncc3)o2)ccc1OCc1ccccc1,15,-5,3,3,44*,2,6,-6,3
O=C(Nc1cccc(Br)c1)c1ccc(CN2CCc3ccccc3C2)cc1,-56,-8,-3,-22,-3,-12,2,-53,-8
O=C(CC(=O)N/N=C\c1ccccc1[N+](=O)[O-])NCCc1ccccc1,0,-3,-1,1,-19,3,7,4,2
CN(Cc1ccccc1)c1ccc(C(CC(N)=O)NC(=O)c2ccccc2)cc1[N+](=O)[O-] (centres undefined),4,1,-1,0,-30,8,4,1,-7
Cc1ccsc1C(=O)OCC(=O)N1CCN(C(=O)c2ccco2)CC1,1,5,6,-2,-3,2,11,3,2
CC1CC(C)CN(S(=O)(=O)c2cc3c4c(c2)CCN4C(=O)CC3)C1 (centres undefined),-7,-1,3,-1,2,9,9,4,3
O=C(c1cccc2ccccc12)N1CCCCC1,5,-2,-1,6,-6,-1,-3,8,3
O=C(Nc1cccc(S(=O)(=O)N2CCCC2)c1)c1cncc(Br)c1,.,-3,4,.,13,1,.,.,3
COc1ccc(-c2csc(NC(=O)c3ccccc3S(C)(=O)=O)n2)cc1,5,-5,4,1,-1,-2,-1,-8,1
Oc1ccc(-n2cccc2/C=N/n2cnnc2)cc1,-2,-5,0,-2,2,4,9,1,12
Cc1cccc(NC(=O)c2ccc(S(=O)(=O)N3CCCCCC3)cc2)n1,1,6,-2,0,4,-1,2,3,6
COC(=O)C1OC2(OC1C(=O)OC)c1ccccc1-c1ccccc12 (centres undefined),-2,-3,13,2,7,5,7,0,5
COC(=O)N1C(=O)[C@](c2ccccc2)(C(C)C)N1C(=O)OC,-4,0,-1,-1,3,3,-5,35*,6
O=S(=O)(NCc1ccccc1)c1ccc(S(=O)(=O)NCC2CCCO2)cc1 (centres undefined),-2,-1,12,0,-3,4,3,-1,11
CCN(C(=O)Cn1c(=O)n(Cc2ccccc2)c(=O)c2ccccc21)c1cccc(C)c1,7,-2,-3,-2,10,4,-1,3,-1
CCOC(=O)/C(C#N)=C\c1ccc(OCC(=O)Nc2ccc(C)cc2C)c(OC)c1,3,2,-3,2,-3,3,7,3,1
CC(=O)CSc1nsc(SCC(C)=O)c1C#N,-2,1,10,-1,7,11,16,6,3
CCN(CC)C(=O)Cn1c(=O)c2ccccc2n2c(=S)sc(-c3cccc(C)c3)c12,0,-1,2,1,16,3,3,-1,-2
Cc1ccc(C(=O)N(CC(C)C)c2nc3ccccc3s2)o1,-4,-1,2,-3,-6,4,0,-4,4
COc1ccccc1C(=O)COC(=O)c1cc(S(=O)(=O)N2CCCCC2)ccc1N1CCOCC1,0,-2,-2,-1,12,4,7,-1,-2

# Following part
SMILES,LYPLA2 inh,PAD4 inh,PAFAH1B3 inh,LYPLA1 inh,PREPL inh,pPAFAH inh,GSTO1 counter,PME-1 inh,PAFAH1B2 FP inh
CC1(c2cccc(Br)c2)NC(=O)N(CC(=O)Nc2cccnc2Cl)C1=O (centres undefined),-1,0,0,-4,-27,4,4,0,0
CSc1ccc(C2=CC(=O)C[C@H](c3ccc4c(c3)OCO4)C2)cc1,7,2,-6,5,3,1,.,-1,1
O=C(O)C1C2C=CC(C2)C1C(=O)Nc1cccc(C(F)(F)F)c1 (centres undefined),2,2,13,4,-10,-4,4,-4,-2
Cc1cc(C)cc(OCC(=O)NC2=NCCS2)c1,0,0,1,1,-3,1,6,1,-5
CCCNC(=S)N(Cc1cc2cc(C)ccc2n2nnnc12)CC(C)(C)CN(C)C,1,-1,1,4,3,-6,12,2,2
COCCn1c(=O)[nH]c2cc(C(=O)NCCN3CCN(c4cccc(Cl)c4)CC3)ccc2c1=O,45*,-1,3,6,-14,-3,0,-5,2
Clc1c(CSc2nc3ccccc3o2)nc2ccccn12,2,-2,-1,0,-11,3,-3,6,6
CCn1c(SCC(=O)Nc2cc(NC(C)=O)ccc2OC)nnc1-c1ccccn1,-6,1,-1,-3,6,5,1,2,6
CCOCCn1cnc2sc(C(=O)Nc3nc(C)c(C(=O)OCC)s3)c(C)c2c1=O,-1,4,.,0,5,-1,1,-1,.
CCNC(=O)c1nc[nH]c1C(=O)NCC,-4,-2,1,0,-5,-3,0,-1,-1
O=C(O)C1CCCC[C@H]1C(=O)Nc1ncc([N+](=O)[O-])s1 (some centres undefined),-2,-2,9,-5,4,1,-1,4,4
CCOc1ccccc1Nc1nnc(SC(C)C(=O)Nc2nc(-c3ccccc3)cs2)s1 (centres undefined),2,-4,-5,-3,0,5,-5,-3,-4
C[C@H](CO)N1C[C@H](C)[C@@H](CN(C)C)Oc2c(NS(=O)(=O)c3cn(C)cn3)cccc2C1=O,.,-3,7,.,5,0,.,.,5
CCOC(=O)c1ccc(NC(=O)c2cccc(S(=O)(=O)N3CCN(C(C)=O)CC3)c2)cc1,0,-2,1,-11,1,7,1,0,1
CCC1(c2ccc(F)cc2)NC(=O)N(CC(=O)N2CC(=O)Nc3ccccc32)C1=O (centres undefined),0,-4,9,0,-33,1,-3,0,4
Nn1c(SCC(=O)Nc2cccc(F)c2)nnc1C1CCCCC1,-2,-3,4,-2,-6,0,-1,-5,-1
N#CC(C(=O)C1CCCCC1)c1nc2ccccc2[nH]1 (centres undefined),-1,-5,10,-3,11,9,-6,4,7
O=C(Nc1cccc(Cl)c1N1CCCCC1)c1ccc2c(c1)OCCO2,0,-1,-4,0,4,2,-6,-4,0
COc1cc(Br)cc2cc(C(=O)N3CCN(c4ccccn4)CC3)c(=O)oc12,1,0,12,0,6,-5,18,-10,5
O=c1c2cc(-c3ccccc3)sc2nc2n1N=C(c1ccccc1)CS2,3,-1,-5,-2,15,-2,-8,3,5
O=C(CSCc1ccc(F)cc1)NCc1ccc2c(c1)OCO2,0,-3,-3,-1,-1,12,0,-4,2
COc1ccccc1-n1c(SC)nc(O)cc1=O,-2,-2,1,2,-4,9,1,-5,4
Cn1cc2c(=O)n(/N=C/c3ccccc3)cnc2n1,2,2,0,1,3,-2,10,2,3
CC(OC(=O)C1CCCC1)C(=O)Nc1ncc(Cl)cc1Cl (centres undefined),1,-3,15,-3,7,2,.,-5,6
O=C(C1CCN(Cc2ccc(F)cc2)CC1)N(CCc1ccccc1)Cc1ccccc1,3,0,0,-1,8,0,2,-3,-4

# (list continues)
SMILES,LYPLA2 inh,PAD4 inh,PAFAH1B3 inh,LYPLA1 inh,PREPL inh,pPAFAH inh,GSTO1 counter,PME-1 inh,PAFAH1B2 FP inh
Cc1cc(C)c2nc(NC(=O)c3ccc([N+](=O)[O-])o3)sc2c1,2,1,-2,-3,-2,-2,9,1,-3
CCc1cc2c(=O)c(-c3nc4ccccc4n3C)coc2c(CN2CCCC(C)C2)c1O (centres undefined),8,-3,13,-2,4,-2,9,-7,3
NC(=O)c1cc2ccccc2o/c1=N\NC(=O)c1ccccc1O,-5,-3,11,-6,0,4,5,0,5
O=C(CSCC(=O)N1CCOCC1)Nc1nc(-c2ccccc2)cs1,-1,1,6,-2,-1,6,1,-3,7
CCOC(=O)c1c(N)nn(C(=O)CC)c1-c1ccccc1,-1,-1,9,0,0,5,10,3,3
COCCN(CCOc1cc(C)cc(C)c1)Cc1ccc(Cl)cc1,-7,-2,6,0,0,4,6,0,-2
CC(Sc1nc2ccccc2c(=O)[nH]1)C(=O)O (centres undefined),-5,-7,8,0,3,-4,-5,-7,3
CCCCC(=O)Nc1ccc(C(=O)NNC(=O)c2ccco2)cc1,-1,-5,1,-1,8,-5,-4,2,-2
CCOC(=O)n1c(=O)n(Cc2ccccc2C)c2ccccc21,3,-7,4,0,2,2,-3,0,2
CN(CC(=O)Nc1ccccc1N1CCOCC1)S(=O)(=O)c1ccc(Cl)cc1,0,-2,3,0,2,1,-3,3,10
Cc1ccc(C)c(S(=O)(=O)N2CCN(C(=O)c3ccnn3C)CC2)c1,6,-1,3,-2,13,0,0,1,0
Cc1ccccc1Nc1ncnc(N)n1,2,2,-3,1,4,2,1,4,4
CC1CCN(c2nc3ccc(C(=O)N4CCN(Cc5ccccc5)CC4)cc3s2)CC1,13,-2,3,5,13,20,-1,2,1
O=C(NNC(=S)NCC1CCCO1)c1ccc(S(=O)(=O)N2CCOCC2)cc1 (centres undefined),2,2,5,2,3,0,4,2,0
CSc1snnc1-c1ccccc1,9,-3,6,5,-8,5,-1,-4,5
Cc1csc(SCC(=O)N(C)CC(=O)Nc2ccccc2Cl)n1,-4,-1,3,-1,0,-2,4,2,7
O=c1sc(N2CCN(c3ccccc3F)CC2)nc2ccsc12,3,-1,4,-1,7,2,6,1,0
COc1ccccc1C(=O)COC(=O)c1ccc(-n2cnnn2)cc1,32*,7,0,8,-2,-3,9,2,-2
O=C(Nc1ccc2c(c1)OCCO2)c1c[nH]c(=O)n(-c2ccc(F)c(Cl)c2)c1=O,-3,1,9,-3,4,6,-3,6,0
CC(=O)Nc1ccc(S(=O)(=O)NCC2CCC(C(=O)N3CCCCC3)CC2)cc1 (centres undefined),8,4,3,6,2,-1,5,7,2
Cc1ccc(C(=O)NN=CC(=O)c2ccccc2)c(C)c1,.,-5,2,.,10,1,.,.,-3
O=C(Cn1nnc2ccccc2c1=O)NCC1CCC(C(=O)O)CC1 (centres undefined),-2,-5,7,-2,14,0,1,-3,4
CC(C)C(=O)Nc1nnc(-c2ccco2)s1,2,0,.,0,6,-6,-1,1,.
CCOc1ccccc1NC(=O)COn1nnc2ccc(Cl)cc21,-4,1,-3,-5,-6,5,30,0,2
CCOc1ccc(N=Cc2c(O)c3ccccc3oc2=O)cc1,-3,-1,0,1,2,3,-4,-24,5
CC12CS(=O)(=O)CC1SC(=S)N2Cc1ccccc1 (centres undefined),0,-5,4,1,-2,-2,5,-4,5
S=C(NCCc1ccccc1)N1CCOCC1,1,-1,-1,0,1,7,0,1,5
O=C1CCCS(=O)(=O)c2ccccc21,0,-4,3,-3,2,-2,-5,-1,2
